# IDE cell inh – inhibits human insulin-degrading enzyme in HEK cells | inhibition, % at 5.59 µM | FAbetaB cleavage, fluorescence polarization | P14735 | AID 434962 | 320,000 tested, 0.41% active;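 active = percent inhibition above the average of all tested compounds plus 3 SD, set per screening campaign, cut at about 16% in these data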;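 note: IDE supplied by intact live HEK cells; FP after avidin binding of uncleaved biotin substrate so inhibition keeps polarization high; 0% = DMSO wells and 100% = 60 µM reference IDE inhibitor Ii1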
# VIM-2 inh – inhibitors of Pseudomonas aeruginosa VIM-2 metallo-beta-lactamase; AID 1527; purified VIM-2, nitrocefin hydrolysis, epi-absorbance fluorescence; inhibition, % at 5.6 µM; 290,000 tested, 0.89% active;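 active = inhibition above the mean of all tested compounds plus 3 SD, cutoff set per screening run, cut at about 7.5% in these data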;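 note: red hydrolysis product quenches plate fluorescence so inhibitors raise well fluorescence; 0% = enzyme with DMSO and 100% = DMSO without enzyme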
# CRFR2-BP antag – blocks CRF-induced signaling of the CRF-BP/CRF-R2 complex; 350,000 tested, 0.59% active; AID 588475; HEK293 CRF-R2/CRF-BP, CRF-induced calcium fluorescence; inhibition, % at 11.8 µM;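 active = inhibition of the ligand-induced calcium signal above about 50% at the single tested concentration, limit read from the data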
# p-CIP stab down – p/CIP protein destabilization. AID 1984. 290,000 tested, 0.01% active. decrease of EGFP signal, % at 10 µM. F442A p/CIP-EGFP cells, EGFP fluorescence, 16 h. Q05BA5;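 active = EGFP signal decrease of at least 30% at 10 µM or well 3 SD below plate mean, unless failing retest; inactive = the rest, including hits failing retest or dose response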; note: some compounds called inactive have numbers as strong as hits; many of its hits are not listed in these tables
# Target sequence (Q05BA5 1-1403): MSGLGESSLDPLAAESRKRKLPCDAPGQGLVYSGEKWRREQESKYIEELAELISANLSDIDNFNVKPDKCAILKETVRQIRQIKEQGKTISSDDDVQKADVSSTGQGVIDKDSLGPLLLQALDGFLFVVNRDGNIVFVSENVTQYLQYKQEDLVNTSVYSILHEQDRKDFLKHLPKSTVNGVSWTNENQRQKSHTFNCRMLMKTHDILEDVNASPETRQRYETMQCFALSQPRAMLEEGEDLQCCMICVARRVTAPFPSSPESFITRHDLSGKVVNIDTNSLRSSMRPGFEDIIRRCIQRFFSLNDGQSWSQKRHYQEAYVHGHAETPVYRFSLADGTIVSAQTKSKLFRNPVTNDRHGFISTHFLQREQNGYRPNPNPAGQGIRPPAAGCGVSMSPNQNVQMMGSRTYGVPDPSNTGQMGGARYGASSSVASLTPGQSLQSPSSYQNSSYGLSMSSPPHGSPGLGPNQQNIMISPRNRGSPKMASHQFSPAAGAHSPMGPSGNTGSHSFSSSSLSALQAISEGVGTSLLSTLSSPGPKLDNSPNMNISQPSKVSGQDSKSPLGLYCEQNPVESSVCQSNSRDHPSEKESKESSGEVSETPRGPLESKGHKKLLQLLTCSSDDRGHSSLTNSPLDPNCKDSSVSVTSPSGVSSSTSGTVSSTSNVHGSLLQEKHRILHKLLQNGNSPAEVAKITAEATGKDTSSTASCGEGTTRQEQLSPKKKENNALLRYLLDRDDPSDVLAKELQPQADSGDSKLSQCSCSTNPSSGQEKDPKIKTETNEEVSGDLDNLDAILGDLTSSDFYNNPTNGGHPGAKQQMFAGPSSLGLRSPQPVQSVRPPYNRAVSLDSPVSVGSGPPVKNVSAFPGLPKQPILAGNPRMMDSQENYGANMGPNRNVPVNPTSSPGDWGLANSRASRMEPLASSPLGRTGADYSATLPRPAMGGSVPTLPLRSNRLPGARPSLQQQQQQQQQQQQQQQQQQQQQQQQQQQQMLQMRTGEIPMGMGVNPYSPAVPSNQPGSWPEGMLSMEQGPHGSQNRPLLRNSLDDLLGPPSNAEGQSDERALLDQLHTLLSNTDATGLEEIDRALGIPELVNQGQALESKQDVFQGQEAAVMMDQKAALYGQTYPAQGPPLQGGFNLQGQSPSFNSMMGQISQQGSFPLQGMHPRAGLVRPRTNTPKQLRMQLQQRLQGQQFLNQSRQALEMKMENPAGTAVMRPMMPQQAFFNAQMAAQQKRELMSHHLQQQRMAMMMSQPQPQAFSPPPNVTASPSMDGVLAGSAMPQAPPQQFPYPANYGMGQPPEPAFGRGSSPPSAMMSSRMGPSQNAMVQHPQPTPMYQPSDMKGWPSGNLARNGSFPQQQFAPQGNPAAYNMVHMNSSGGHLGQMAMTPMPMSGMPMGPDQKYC
# GalR3 antag – blocks the human galanin receptor 3; inhibition, % at 3 µM; 360,000 tested, 0.44% active; AID 651719; HEK293 GalR3-CNG cAMP membrane potential fluorescence; galR3 body fused to GalR1 C-terminus;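 active = inhibition above the screen-wide average plus 3 SD, cut at about 13% in these data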;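 note: forskolin and galanin both at EC90 stimulate the cells; cAMP rise reported by CNG channel membrane potential dye signal; 0% = forskolin plus galanin with DMSO and 100% = forskolin alone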
# IDE cell activ – boosts human insulin-degrading enzyme activity in HEK cells. 340,000 tested, 0.073% active. FAbeta-B cleavage, fluorescence polarization; 0% vehicle, 100% cell-free pure enzyme wells. activation, % at 5.96 µM. P14735. AID 493087;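 active = activation above the mean of all tested compounds plus 3 SD, set per screening campaign, cut at about 17% in these data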
# SUMO HTRF inh – blocks human SUMOylation mediated by UBC9. HTRF SUMOylation assay, SAE1/SAE2 + UBC9, in vitro. inhibition, % at 35 µM. 290,000 tested, 0.36% active. AID 2006; in the data active = inhibition above about 50%, passing the limit was not always enough; note: strong numbers were not always called active
# IMP-1 inhibitor – blocks Pseudomonas aeruginosa IMP-1 metallo-beta-lactamase. inhibition, % at 5.6 µM. purified IMP-1, nitrocefin hydrolysis, epi-absorbance fluorescence. 290,000 tested, 0.45% active;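 active = inhibition above the mean plus 3 SD of all compounds in the same screening run, cut at about 4.5% in these data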;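 note: 0% = IMP-1 with DMSO and 100% = DMSO wells lacking enzyme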
#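 assay system = purified recombinant IMP-1 metallo-beta-lactamase enzyme | schedule = 15 min preincubation plus 25 min reaction at 25 °C | signal = Epi-absorbance fluorescence, 480 nm excitation, 530 nm emission | read-out basis = percent inhibition from optical density relative to buffer-blank wells | controls = IMP-1 with DMSO as 0%, enzyme-free DMSO as 100%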
# NS3 helicase inh – inhibitors of Hepatitis C virus NS3 helicase. 290,000 tested, 0.56% active. AID 1800. inhibition, % at 10.9 µM. NS3 helicase DNA unwinding, Cy5 molecular beacon fluorescence;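 active = inhibition above the mean of all tested compounds plus 3 SD, set per campaign, cut at about 35% in these data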;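 note: 0% = DMSO wells and 100% = thioflavine S control wells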
#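 System: HCV NS3 helicase fragment; control set: DMSO and thioflavine S; technique: Cy5 fluorescence at 0 and 60 min, beacon hairpin quenching; reagent: beacon DNA duplex substrate plus ATP; replicates: singlicate; schedule: 1 h reaction at 25 °C, ATP-initiated; medium: MOPS buffer pH 6.5 with MgCl2, DTT, Tween20, BSA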
# Numbers without * were called inactive; . = not tested or not shown.
IDE cell inh,VIM-2 inh,CRFR2-BP antag,p-CIP stab down,GalR3 antag,IDE cell activ,SUMO HTRF inh,IMP-1 inhibitor,NS3 helicase inh,canonical_smiles
3,-2.5,21,-1,0,7,0,-2.5,3,CCOc1ccccc1CNC(=O)c1nn(CC)cc1[N+](=O)[O-]
1,0.3,-22,-15,-4,-4,14,-0.1,-1,CNC(=S)Nc1ccc(-c2nc3ccc(C)cc3s2)cc1
-2,-2.0,-4,-23,-3,-3,4,-3.3,-13,COc1ccc(-c2nc(-c3ccccc3OC)no2)cc1OC
2,.,6,.,-5,2,.,.,.,CN(C(=O)Cn1nc(C(=O)O)c2ccccc2c1=O)C1CCCCC1
6,.,-1,.,3,1,.,.,.,O=C(NCCOc1ccccc1)c1ccc2c(c1)S(=O)(=O)c1cc(Cl)ccc1C2=O
1,-3.4,-10,-11,-3,-5,30,-1.3,2,CCOc1ccc(-n2ccnc2SCC(=O)Nc2nnc(C)s2)cc1
0,-1.1,-7,2,11,1,-14,-1.1,-8,CC(CCc1ccc(O)cc1)NCc1ccc(Cl)cc1Cl (centres undefined)
-1,0.1,3,-5,-7,9,6,-1.4,4,C1=C(c2ccco2)N2CCN=C2S1
-4,-1.9,9,-11,.,2,22,-2.3,-1,CCN(CC)S(=O)(=O)c1ccc(NC2c3ccccc3C(=O)N2CCN2CCOCC2)cc1 (centres undefined)
3,-0.1,-7,6,-3,1,10,0.4,1,CCc1ccc(CN2CCSCC2)cc1
2,-0.2,32,5,-4,0,-6,-2.4,4,COC(=O)C1=C(O)CSC1=Nc1ccc(C)cc1
-2,0.3,13,1,-6,-7,-1,-1.7,-2,O=C1N(Cc2ccccc2F)c2ccccc2C12OCCCO2
-1,-0.2,44,-24,-3,1,-1,1.2,-1,O=C(COC(=O)COc1ccc(Cl)cc1)Nc1ccc(F)c([N+](=O)[O-])c1
-4,-0.7,-14,-8,-9,4,2,-6.0,13,Cn1c(CC(=O)Nc2ccccc2F)nnc1SCC(=O)Nc1nncs1
-7,.,15,.,-2,4,.,.,.,CCOC(=O)C1=C(COC(=O)COc2ccc(C(=O)CC)cc2)NC(=O)NC1C (centres undefined)
-3,-5.2,-5,-12,-4,-1,16,-4.2,5,O=C(CN(c1ccc(Cl)cc1)S(=O)(=O)c1ccccc1)N/N=C/c1ccco1

# Entries from the list above that have a furan ring, fused or not, in the order listed:
IDE cell inh,VIM-2 inh,CRFR2-BP antag,p-CIP stab down,GalR3 antag,IDE cell activ,SUMO HTRF inh,IMP-1 inhibitor,NS3 helicase inh,canonical_smiles
-1,0.1,3,-5,-7,9,6,-1.4,4,C1=C(c2ccco2)N2CCN=C2S1
-3,-5.2,-5,-12,-4,-1,16,-4.2,5,O=C(CN(c1ccc(Cl)cc1)S(=O)(=O)c1ccccc1)N/N=C/c1ccco1

# (list continues)
IDE cell inh,VIM-2 inh,CRFR2-BP antag,p-CIP stab down,GalR3 antag,IDE cell activ,SUMO HTRF inh,IMP-1 inhibitor,NS3 helicase inh,canonical_smiles
0,.,9,.,-4,-2,.,.,.,Cc1cc(C(=O)OCC(=O)NCCc2ccc(S(N)(=O)=O)cc2)c2ccccc2n1
-2,1.6,6,-1,-4,6,4,1.4,5,CCOc1cccc(C(=O)Nc2ccc3c(c2)OCCO3)c1
1,2.9,17,-2,-5,-2,-10,0.0,30,CC(NC(=O)COC(=O)Cc1ccc(-c2ccccc2)cc1)c1ccccc1 (centres undefined)
0,-1.1,-1,2,0,3,3,-2.9,-8,CC(Sc1nc2cc([N+](=O)[O-])ccc2n1-c1cccc(C(F)(F)F)c1)C(=O)NC(N)=O (centres undefined)
2,-0.8,-10,6,-1,-2,-12,1.5,1,Cc1cccc(-c2noc(CCCOc3ccc(Cl)cc3Cl)n2)c1
-3,0.3,-3,10,3,0,4,0.3,4,Cn1c(=O)n(CCCO)c(=O)c2c1nc1n2CCCN1Cc1ccccc1
-2,-3.4,-3,-3,-7,-1,8,-2.1,5,Cc1ccc(N2C(=O)CSC2c2ccccn2)cc1Cl (centres undefined)
-1,2.5,6,-9,-7,2,4,-1.1,-4,COc1ccc(CCN(C)C(=O)c2cnc(C)cn2)cc1OC
0,1.4,-18,-6,-7,8,2,-1.2,0,Cc1cc(S(=O)(=O)N2CCCC2)ccc1OCC(=O)N1CCC(C(N)=O)CC1
1,.,-12,.,-5,2,.,.,.,C/C(=C\c1cc2ccccc2o1)C1Nc2cccc3cccc(c23)N1
2,-4.5,-11,11,-2,2,10,-2.2,2,C#CCNC(=O)C1CCN(c2ccc(S(=O)(=O)N3CCOCC3)cc2Cl)CC1
0,0.6,1,15,1,8,0,0.6,5,C=C1c2cc(C)c(C)cc2NC(=O)N1c1ccccc1
-2,0.4,12,-3,-5,4,-9,-3.4,4,COC(=O)C1C2C=CC(C3CC23)C1C(=O)OCC(=O)c1ccccc1 (centres undefined)
37*,-5.0,.,1,-5,.,22,-3.4,-1,CC(=O)Oc1ccc(Cl)cc1/C=C/c1cc(OC(C)=O)c2ccccc2n1
7,0.3,5,-2,-5,-1,10,0.6,11,COCCN(C(=O)CNC(=O)c1ccco1)C(C(=O)NC1CCCC1)c1ccccc1 (centres undefined)
5,1.5,5,1,-2,6,12,-2.0,5,NC(=O)Nc1ccc(Oc2ncc(C(F)(F)F)cc2Cl)cc1
1,-0.8,-65,-8,-2,4,11,-1.4,5,CCOC(=O)c1c(-c2ccc(C)o2)csc1NC(=S)NC(=O)c1ccc(F)cc1
7,.,6,.,-4,2,.,.,.,CN(C(=O)COn1nnc2ccc(S(=O)(=O)N3CCOCC3)cc21)c1ccccc1
3,-1.2,3,-13,-5,9,11,-1.2,-4,CCc1ccc(NC(=O)c2ccccc2Br)cc1
.,-1.8,.,-22,.,.,23,-2.6,2,N#C/C(=C\c1sc(N2CCOCC2)nc1-c1ccccc1)C(=O)Nc1cccc2ccccc12
1,.,-1,.,-4,2,.,.,.,Cc1ccccc1OCCC(=O)N(CC(C)C)c1c(N)n(Cc2ccccc2)c(=O)[nH]c1=O
1,.,-4,.,-6,3,.,.,.,CC1CCCC(NC(=O)COc2ncnc3ccccc23)C1C (centres undefined)
-2,1.3,-10,-9,4,1,-3,-1.4,-7,O=C(CCNC(=O)C1CCN(S(=O)(=O)c2ccccc2)CC1)NCc1ccc(Cl)cc1
.,-2.7,.,-7,.,.,0,-3.4,-1,COc1cc(-c2nnc(CSc3nc4ccccc4s3)o2)cc(OC)c1OC
-2,-2.5,-2,11,-4,2,-46,-4.2,2,C=CCNC(=O)CCC(=O)NNc1nc2ccccc2c2nc(-c3ccccc3)nn12
6,3.0,-6,-1,3,-3,12,-3.2,-5,O=C(c1nc2ncccn2n1)N1CCN(c2ccc(F)cc2)CC1
0,-3.6,-8,-5,0,1,10,-1.0,6,CC(C)C[C@H](NC(=O)N1CCn2c1nc1ccccc12)C(=O)N1CCCCC1
7,-0.6,-11,-3,2,4,6,-1.4,0,Cc1ccc(-c2nnc(SCC(=O)Nc3sc(C)c(C)c3C#N)n2C)cc1
0,0.8,-4,3,-5,5,4,0.2,2,COc1cccc(C(=O)Nc2cccc(-c3nc4ncccc4o3)c2C)c1
5,-3.7,8,-17,.,5,2,-4.4,0,CCn1nc(C)c(/C=N/NC(=O)Cc2ccc(Cl)cc2)c1C
-4,0.8,0,-5,-5,0,48,-1.2,5,Nc1nonc1-c1nc2ccccc2n1CC(=O)N/N=C\c1ccc(-c2ccc(Cl)cc2)o1
1,-1.5,-133,-4,-2,2,-4,-2.4,11,CC(C)CC(=O)NC(=S)Nc1cc(C(F)(F)F)ccc1N1CCOCC1
6,-2.7,14,-4,-4,6,13,-1.5,4,O=C(NCC1CCCO1)C1CCN(C2CCN(C(=O)CC3CCCC3)CC2)CC1 (centres undefined)
-1,-0.6,19,-5,10,1,10,0.0,-3,Cc1cc(Cl)ccc1C(=O)C1CCCN(C(=O)CCN2CCCO2)C1 (centres undefined)
-6,-3.6,-6,1,-4,2,-3,-3.4,-3,Cc1nn(CC(=O)Nc2nccs2)c(C)c1[N+](=O)[O-]
2,.,-3,.,-3,-1,.,.,.,CCCN(C(=O)/C=C/c1ccc(S(=O)(=O)N(CC)CC)cc1)C1CCS(=O)(=O)C1 (centres undefined)
3,-2.1,0,2,-4,-6,4,-8.1,-7,CCN(CC)S(=O)(=O)c1ccc(NC(=O)Cn2c(=O)sc3ccccc32)cc1
1,0.1,-4,-18,-6,.,15,-1.3,-8,CCOc1ccc(C(=O)Nc2nc(C)c(C(=O)OC)s2)cc1
1,-0.4,-20,-19,-5,3,1,-0.4,-5,Cc1ccccc1-c1nnc(-c2ccc(Br)cc2)o1
1,-3.9,14,3,-4,2,2,-1.4,4,CCN(CC)C(=O)c1ccc(CS(=O)(=O)c2ccc(OC)cc2)o1
-1,0.6,-10,-5,0,2,-20,-3.4,-41,Oc1ccccc1CN1CCN(C(c2ccccc2)c2ccccc2)CC1
-5,1.4,6,-6,-4,4,-10,0.7,7,COc1cccc(CNC(=O)CCC2CCCN(C(=O)c3ccc(F)c(Cl)c3)C2)c1 (centres undefined)
3,-2.0,5,-14,-3,-1,-1,-2.6,0,CC1CCN(C(=O)CCNC(=O)c2ccccc2Cl)CC1
4,-1.6,-7,7,-11,3,-13,-1.9,-6,COc1ccccc1N1CCN(CC(O)COc2ccc(C)c(C)c2)CC1 (centres undefined)
1,-2.3,-6,-6,-5,2,13,-0.8,11,CC(C)C1CC(C(F)(F)F)n2nc(C(=O)O)cc2N1 (centres undefined)
-2,.,9,.,-1,-6,.,.,.,COc1cc(C(=O)NCC(=O)NCCN2C(=O)S/C(=C\c3ccc4c(c3)OCO4)C2=O)cc(OC)c1OC
-3,.,4,.,3,5,.,.,.,O=C(NNC(=O)c1ccc(Br)s1)c1cccc(Cl)c1
4,-1.6,-3,-22,-1,4,11,-1.8,4,CCOc1ccc2nc(SCC#N)c(C#N)cc2c1
-2,2.1,-13,-1,3,1,2,1.2,-29,COC(=O)c1c(NC(=O)c2ccc(OC(C)C)cc2)sc2c1CC(C)(C)NC2(C)C
-2,-1.2,-2,-2,-11,-1,5,-3.4,6,COc1ccc(C2=NOC(C(=O)NCc3cccnc3)C2)cc1 (centres undefined)
-5,-1.6,-10,-6,-3,2,12,-2.8,-4,Cc1ccc(-c2nnc(CSc3nc(C(C)C)nc4sc(C)c(C)c34)o2)cc1
4,-4.3,2,-8,1,0,19,0.3,-2,O=C(N/N=C/C(Cl)=C/c1ccc([N+](=O)[O-])cc1)C(=O)Nc1cccc(C(=O)O)c1
5,-1.5,.,-2,.,4,2,-0.1,-8,C/C(=N\Nc1ncc(Cl)cc1Cl)c1cccs1
0,1.4,-33,-23,-5,4,12,1.1,-2,Cc1cn(C(=O)c2cccc(Br)c2)c(C)n1
1,.,-5,.,3,1,.,.,.,CCCn1c(N)c(C(=O)CSc2nnc3n2CCCCC3)c(=O)n(C)c1=O
3,.,-5,.,1,3,.,.,.,CCN1C(=O)[C@H]2[C@@H](c3ccc(-c4cccc(Cl)c4)c(OC)c3)N3CCC[C@@]3(C(=O)OC)[C@H]2C1=O

# Screens deposited in PubChem BioAssay by several laboratories.
